# Rev-RRE block = HIV-1 Rev-RRE binding inhibitors, primary screen, biochemical, FRET, protein-RNA interaction; inhibition, % at 8 µM; Rev peptide-RRE RNA binding; 0.79% of 97,000 active; AID 704, 2007; P05866;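 active means inhibition above the screen-wide mean plus 3 SD, cut at about 35% in these data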;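 further: 0% = median DMSO wells and 100% = median Neomycin B control wells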
# Target sequence (P05866 whole entry, looked up): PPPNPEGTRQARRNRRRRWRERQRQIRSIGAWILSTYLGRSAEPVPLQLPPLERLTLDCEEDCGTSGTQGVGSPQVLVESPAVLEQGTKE
#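 Assay system: labelled RRE RNA duplex and labelled Rev peptide / Medium: HEPES pH 7.5 salt buffer with EDTA / Reagent: labelled Rev peptide / Schedule: 5 + 15 min at 25 °C / Signal: FRET, excitation 480 nm, emission 540 nm donor and 671 nm acceptor / Benchmarks: DMSO and neomycin B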
# LYP inh 2 = PTPN22 phosphatase inhibitors, primary screen, biochemical, DiFMUP fluorescence, 2 µM; inhibition, % at 2 µM; AID 640, 2007; recombinant LYP catalytic domain; 0.21% of 96,000 active; Tyrosine-protein phosphatase non-receptor type 22 (Homo sapiens), Q9Y2R2;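 active means inhibition at 2 µM at or above a set limit, the screen mean plus 3 SD, cut at about 24% in these data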;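 further: 0% = DMSO with enzyme and 100% = enzyme fully blocked by orthovanadate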
# PTPN22 act = LYP phosphatase activators, primary screen, biochemical, DiFMUP fluorescence, 2 µM | activation, % at 2 µM | 0.11% of 96,000 active | recombinant LYP; 0 = plate median, 100 = signal doubled | AID 697, 2007;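 active means activation at 2 µM above a set limit, the mean plus 5 SD, cut at about 37% in these data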
# PLK1 PBD inh = Plk1 polo box domain binding inhibitors, primary screen, biochemical, fluorescence polarization; Plk1 PBD phosphopeptide binding; inhibition, %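 (tested at about 20 µM)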; AID 693, 2007; 0.13% of 97,000 active; in the data active means inhibition above about 34%, passing the limit was not always enough
# CYP2C9 inh = blockers of cytochrome P450 2C9 activity – biochemical, luminescence, ADME assay, primary screen. P11712. CYP2C9 Supersomes, luciferin-H conversion. inhibition, % at 5 µM. 20% of 96,000 active. AID 777, 2007;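 active means blocking of liver enzyme CYP2C9 beyond about 50% at 5 µM, limit read from the data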; further: values of inactives mirror those of a sister screen read the other way
# Candida biofilm = clotrimazole potentiators killing Candida biofilms, primary screen, with clotrimazole, Alamar Blue | AID 834, 2007 | 0.14% of 85,000 active | C. albicans biofilm + clotrimazole | inhibition, % at 6 µM;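 active means inhibition above 20%; inactive means inhibition below 20%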;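 further: preformed 24 hr biofilms exposed to compound for 48 hr; 0% = biofilm without compound and 100% = blank killed by clotrimazole plus chlorhexidine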
# CYP2C9 act = human CYP2C9 activators, primary screen, biochemical, luminescence; Cytochrome P450 2C9 (Homo sapiens), P11712; AID 1024, 2008; activation factor at 5 µM; 1.4% of 96,000 active; recombinant CYP2C9, luciferin-H conversion; active compounds read high; factor 1 = untreated enzyme, 0 = blocked;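 active means activation factor of 2 or more for CYP2C9 at a 5 µM dose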;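 further: 0 = sulfaphenazole-blocked wells and 1 = vehicle-only wells; values of inactives mirror those of a sister screen read the other way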
# EphB4 ephrin blk = EphB4-ephrin-B2 interaction antagonists, primary screen, biochemical, TNYL-RAW peptide probe, fluorescence polarization; Ephrin type-B receptor 4 (Homo sapiens), P54760; 0.15% of 97,000 active; AID 720, 2007; EphB4 LBD / TNYL-RAW-Alexa532 peptide; inhibition, % at 7 µM;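 active means inhibition above the screen-wide mean inhibition plus 3 SD, cut at about 15% in these data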;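 further: 0% = DMSO wells and 100% = excess unlabeled TNYL-RAW peptide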
# Target sequence (P54760 whole entry, looked up, the tested form may be a part): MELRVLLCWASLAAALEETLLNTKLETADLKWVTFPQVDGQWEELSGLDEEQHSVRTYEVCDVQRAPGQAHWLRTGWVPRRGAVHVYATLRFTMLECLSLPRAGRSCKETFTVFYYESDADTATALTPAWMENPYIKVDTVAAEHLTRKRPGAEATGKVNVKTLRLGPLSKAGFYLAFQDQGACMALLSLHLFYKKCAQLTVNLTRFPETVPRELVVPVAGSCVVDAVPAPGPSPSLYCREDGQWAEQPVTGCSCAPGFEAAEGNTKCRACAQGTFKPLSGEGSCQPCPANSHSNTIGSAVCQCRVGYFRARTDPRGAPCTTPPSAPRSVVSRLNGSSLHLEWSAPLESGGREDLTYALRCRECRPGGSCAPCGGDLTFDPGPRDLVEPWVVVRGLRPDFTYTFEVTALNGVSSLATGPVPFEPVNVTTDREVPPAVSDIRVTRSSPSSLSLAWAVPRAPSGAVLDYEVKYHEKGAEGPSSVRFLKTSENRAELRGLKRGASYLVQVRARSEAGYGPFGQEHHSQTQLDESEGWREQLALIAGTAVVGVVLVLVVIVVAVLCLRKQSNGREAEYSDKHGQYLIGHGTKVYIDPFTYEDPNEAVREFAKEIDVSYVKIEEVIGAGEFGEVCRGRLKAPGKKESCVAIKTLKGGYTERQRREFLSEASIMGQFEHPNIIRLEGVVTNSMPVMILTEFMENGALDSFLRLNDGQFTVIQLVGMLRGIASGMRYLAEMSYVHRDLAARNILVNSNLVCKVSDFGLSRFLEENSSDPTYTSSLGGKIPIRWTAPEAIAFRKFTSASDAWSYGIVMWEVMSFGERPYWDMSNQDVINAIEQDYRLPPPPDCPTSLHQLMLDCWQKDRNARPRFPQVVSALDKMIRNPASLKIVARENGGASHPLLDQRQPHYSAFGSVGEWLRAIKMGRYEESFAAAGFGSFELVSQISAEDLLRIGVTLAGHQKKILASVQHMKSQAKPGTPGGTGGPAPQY
# PLK1 inh = human PLK1 kinase inhibitors, primary screen, biochemical, TR-FRET; inhibition, % at 10 µM; 0.53% of 97,000 active; recombinant PLK1 kinase, TR-FRET peptide phosphorylation; Serine/threonine-protein kinase PLK1 (Homo sapiens), P53350;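 active means inhibition of 50% or more in the single-concentration screen; inactive means inhibition below 50%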;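 further: 0% = DMSO max control and 100% = H-89 dihydrochloride min control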
# Active calls of the source: *; x = not tested or not shown. An unsorted share of the library; 20% or so of the library scored in one or more.
SMILES,Rev-RRE block,LYP inh 2,PTPN22 act,PLK1 PBD inh,CYP2C9 inh,Candida biofilm,CYP2C9 act,EphB4 ephrin blk,PLK1 inh
Cc1ccc(S(=O)(=O)N(CCCN2CCCC2=O)Cc2cc3c(C)ccc(C)c3[nH]c2=O)cc1,6,8,-6,-4,63*,x,0.4,2,-11
CCOC(=O)CSC1=C(C#N)C(c2ccc(C)cc2)C(C(=O)OC)C(=O)N1 (stereo not drawn),3,0,2,8,47,6,0.5,-1,-35
COc1cc(-c2cn[nH]c2N)cc(OC)c1OC,6,4,-7,-4,0,-2,1,5,-5
O=C(CSc1nnc2ccccn12)c1ccccc1,4,-11,8,3,-8,8,1.1,-3,-4
CC(=O)c1cccc(NC(=O)N2CCCC2C(=O)NCCC(C)C)c1 (stereo not drawn),0,4,-4,-24,9,3,0.9,4,-7
Cc1nc2c(cnn2-c2ccccc2Cl)c(=O)n1-c1ccc(N2CCC(C)CC2)cc1,5,10,-11,-16,-38,4,1.4,7,-6
CCCS(=O)(=O)Nc1cc(C(F)(F)F)ccc1OCCOC,11,-13,11,4,15,8,0.8,-1,-9
S=C(c1cccs1)N1CCCC1,12,5,-5,21,1,0,1,6,-8
COc1cc(OC)c(-c2nnc(-c3ccc(OC)c(OC)c3OC)o2)cc1OC,-2,-1,-4,7,-40,-6,1.4,-3,-15
CCCOc1ccc(-c2nc(C#N)c(N3CCN(CC)CC3)o2)cc1,13,-1,-2,13,26,8,0.7,6,-10
Cc1cc2c(cc1C)CSC(c1ccccc1OC(=O)C(C)(C)C)SC2,14,-6,6,9,52*,x,0.5,4,-9
COC(=O)c1ccccc1NC(=O)CSc1nnc(COc2cccc(OC)c2)n1C,12,1,-1,-14,25,6,0.8,-14,5
COc1ccc(-n2c(Cc3cccn3C)nnc2SCC(=O)Nc2cccc(Cl)c2)cc1,4,2,-4,9,85*,5,0.1,0,-11
O=C(Nc1ccccc1C(=O)NCc1ccco1)c1ccccc1,-2,-4,1,14,74*,2,0.3,-8,-11
COc1ccccc1-c1cc(C(F)(F)F)nc(N2CCN(c3ccc(F)cc3)CC2)n1,7,-7,4,-6,x,x,x,0,-7
CCc1ccc2oc(-c3cccc(NC(=O)c4cccnc4)c3)nc2c1,-2,8,-8,-21,44,6,0.6,0,-4
Cc1ccccc1N1CCN(Cc2c[nH]c3ccccc23)CC1,-6,6,-4,27,20,4,0.8,2,-1
c1ccc(CNc2nc3ccccc3n3cnnc23)nc1,3,3,-6,-2,-18,8,1.2,-6,-6
Clc1ccc(OCc2nc(-c3ccc(Br)o3)no2)cc1,5,-11,8,0,-25,13,1.3,5,-3
Cc1cc(C)c(NC(=O)CSc2nc3ccc(NC(=O)CSc4nnnn4Cc4ccccc4)cc3s2)c(C)c1,-3,10,-13,7,x,-2,x,-4,-9
CC(=O)c1ccc(Cc2cnc(N)s2)cc1,5,-1,-4,-10,17,4,0.8,-1,-1
CSc1nnc(Cn2c(=O)sc3ccccc32)n1-c1ccccc1,3,2,-2,2,35,2,0.6,-6,-14
COc1ccc(C(=O)N2CC(=O)N(CCc3ccccc3)C(=O)C2)cc1OC,2,-7,6,-13,3,10,1,4,-13
Cc1ccc(NC(=O)C(SCC(=O)O)c2ccccc2)cc1C (stereo not drawn),6,-6,8,14,11,x,0.9,3,-13

# At a glance, some entries already given:
SMILES,Rev-RRE block,LYP inh 2,PTPN22 act,PLK1 PBD inh,CYP2C9 inh,Candida biofilm,CYP2C9 act,EphB4 ephrin blk,PLK1 inh
Cc1ccc(S(=O)(=O)N(CCCN2CCCC2=O)Cc2cc3c(C)ccc(C)c3[nH]c2=O)cc1,6,8,-6,-4,63*,x,0.4,2,-11
CCOC(=O)CSC1=C(C#N)C(c2ccc(C)cc2)C(C(=O)OC)C(=O)N1 (stereo not drawn),3,0,2,8,47,6,0.5,-1,-35
COc1cc(-c2cn[nH]c2N)cc(OC)c1OC,6,4,-7,-4,0,-2,1,5,-5
O=C(CSc1nnc2ccccn12)c1ccccc1,4,-11,8,3,-8,8,1.1,-3,-4
CC(=O)c1cccc(NC(=O)N2CCCC2C(=O)NCCC(C)C)c1 (stereo not drawn),0,4,-4,-24,9,3,0.9,4,-7
Cc1nc2c(cnn2-c2ccccc2Cl)c(=O)n1-c1ccc(N2CCC(C)CC2)cc1,5,10,-11,-16,-38,4,1.4,7,-6

# Further compounds follow:
SMILES,Rev-RRE block,LYP inh 2,PTPN22 act,PLK1 PBD inh,CYP2C9 inh,Candida biofilm,CYP2C9 act,EphB4 ephrin blk,PLK1 inh
O=C(c1ccco1)N1CCN(C(=O)c2snc3ccc(Cl)cc23)CC1,9,4,-5,5,49,5,0.5,7,-6
COc1cc(S(=O)(=O)N2CCOCC2)cc(C(=O)c2nccn2C)c1OC,3,4,-8,-1,-12,3,1.1,-3,-7
C=CCNC1=C(Cl)C(=O)N(c2cccc(Cl)c2Cl)C1=O,8,-2,5,0,47,7,0.5,2,-9
c1ccc(-c2ccccc2OCCn2cncn2)cc1,3,2,-4,5,-80,-4,1.8,11,2
CCCOc1ccccc1C1NC(=O)NC(C)=C1C(=O)OCCOCC (stereo not drawn),1,4,-5,-23,21,9,0.8,9,3
CC1CCCCC1NC(=O)C1CCN(S(=O)(=O)N2CCCCCC2)CC1 (stereo not drawn),-2,-4,3,16,-2,-3,1,-1,-4
CC(=O)n1nc(-c2ccc(Cl)cc2)nc1NCc1ccco1,2,-7,9,-25,9,5,0.9,-6,-5
O=C(COC(=O)C(O)c1ccccc1)c1ccc2c(c1)OCCO2 (stereo not drawn),1,3,-1,-7,x,5,x,-2,-12
Nc1nc2n(c1C(=O)c1ccccc1)CCC2,9,-6,5,6,-16,5,1.2,-4,-7
CN(C=O)CP(=O)(O)CN1CCCCC1,12,-8,4,16,-20,-1,1.2,3,-7
CCSc1nc(-c2ccc(OC)cc2)n(-c2nc3ccccc3s2)n1,14,9,-10,-14,54*,5,0.5,4,-6
O=C(O)CCOc1ccc2c(c1)OCCO2,4,8,-8,6,4,1,1,5,-14
O=C(CN1CCN(Cc2ccc3c(c2)OCO3)CC1)Nc1ccc2c(c1)OCO2,3,2,-5,22,9,5,0.9,-5,-12
CCn1c(C)c(C(C)=O)c(SC)nc1=S,11,-9,10,-12,-2,3,1,-4,22
O=C(COc1ccccc1)Nc1ccc(S(=O)(=O)N2CCCCCC2)cc1,0,-4,2,-24,15,5,0.8,-3,-1
CC(C)OC(=O)c1c(-c2ccc(C(C)C)cc2)csc1NC(=O)C1CCCO1 (stereo not drawn),9,14,-12,-18,23,x,0.8,0,-26
CCOc1ccc(S(=O)(=O)N(CC(=O)O)c2ccc(C)cc2)cc1,2,-42,38*,-17,46,7,0.5,0,-3
O=S(=O)(NCCSc1ccccc1)c1ccc2c(c1)OCCO2,4,8,-7,22,2,6,1,1,0
CN1CCN(c2nc3c(c(=O)n(C)c(=O)n3C)n2Cc2cccc3ccccc23)CC1,11,-6,2,-2,-9,9,1.1,-8,-3
O=C(c1ccc2ccccc2c1)N1CCN(c2ccc(C(F)(F)F)cn2)CC1,15,2,-2,0,19,-2,0.8,0,-3
O=C(O)CC(NC(=O)OCc1ccccc1)c1ccccc1 (stereo not drawn),0,1,-3,-19,5,10,0.9,-1,1
Cn1c(=O)cc(OCCCC(=O)NCc2ccc3c(c2)OCO3)c2ccccc21,2,-9,8,17,45,11,0.6,-9,0
Cc1[nH]n(-c2cccc(Cl)c2)c(=O)c1-c1ccc(Cl)cc1,4,6,-4,-28,-1,-2,1,-3,-4
COc1cc2cc(CN(C(=O)NC3CCCCC3)C3CCCC3)c(=O)[nH]c2cc1OC,6,-2,0,6,6,7,0.9,12,-7
COCCCn1cnc2c(c1=O)c1nc3ccccc3nc1n2-c1ccccc1,1,-5,6,-17,17,9,0.8,3,-4
C=CCn1c(-c2ccc(S(=O)(=O)N3CCOCC3)cc2)csc1=Nc1ccccc1,3,6,-3,18,7,3,0.9,6,-19
CCCCC(=O)Nc1ccc(NC(=O)C(C)C)cn1,3,11,-13,4,-7,4,1.1,2,3
O=C(O)C1CCCN1S(=O)(=O)c1cc(Cl)ccc1Cl (stereo not drawn),10,-5,4,5,-116,7,2.2*,6,-10
Cc1csc(NC(=O)CSc2nnc(-c3ccco3)n2C)n1,3,-1,0,-8,9,4,0.9,-1,11
C=CCn1c(=N)n(CC(=O)OC)c2ccccc21,2,4,-5,-6,-4,9,1,-9,-12
CC1(C)CC(O)C(C)(C)N1O (stereo not drawn),6,-4,3,12,-10,2,1.1,0,-12
COC(=O)c1cc(OC)c(OC)cc1NC(=O)c1ccc(OC)c(OC)c1,-3,6,-5,1,-11,4,1.1,0,-1
Cc1ccc(C2=NNC(C(O)C(O)C(O)CO)S2)cc1 (stereo not drawn),-2,3,-5,-6,17,x,0.8,-1,-8
COc1ccc(S(=O)(=O)N(C)CC(=O)N2CCC(C)CC2)cc1Cl,15,7,-6,-7,-155,7,2.5*,2,-11
CC1CCc2sc(C(=O)Nc3nnc(SCc4ccc(F)cc4)s3)cc2C1 (stereo not drawn),10,-5,4,-29,40,4,0.6,1,-67
O=C(NCCOc1ccccc1)c1n[nH]c(=O)c2ccccc12,6,-10,9,-5,11,8,0.9,2,-8
CCCCCn1c(CNC(=O)CCC)nc2ccccc21,5,-13,9,7,-4,1,1,2,-7
Cc1cccc(OCC(=O)Nc2cccc(O)c2)c1,1,-14,9,21,22,5,0.8,-8,-14
CC(C)CC(C(=O)Nc1oc(-c2ccco2)c(-c2ccco2)c1C#N)N1C(=O)c2ccccc2C1=O (stereo not drawn),15,6,-6,-2,98*,9,0,-6,-10
CCCCOCCCNC(=O)CN1C(=O)c2ccccc2C1=O,7,-8,4,-14,-9,7,1.1,-3,-10
COc1ccc(NC(=O)CNc2cccc(C#N)c2)cc1Cl,3,3,-5,-17,17,4,0.8,2,26
COC(=O)c1cccc(NC(=O)c2nn(C(C)C)c(=O)c3ccccc23)c1,6,-1,0,6,39,x,0.6,6,-27
CC(C)(C)c1ccc(CSc2nnc(-c3ccccn3)n2Cc2ccco2)cc1,6,3,-1,-33,93*,x,0.1,6,-6
Cc1ccc(C)c(NC(=S)NC2CC3CCC(C2)N3Cc2ccco2)c1 (stereo not drawn),2,11,-9,11,12,x,0.9,0,-10
Cc1nc(SCC(=O)Nc2cc(C)on2)c2c3c(sc2n1)CCCC3,-2,-10,7,-4,-2,12,1,-4,-26
COCCOCCOCCC(=O)NC1CC2CCC1(C)C2(C)C (stereo not drawn),4,-18,16,-14,35,-6,0.6,1,-11
O=C(Nc1cc(C(F)(F)F)ccc1N1CCOCC1)c1n[nH]c(=O)c2ccccc12,4,1,3,-21,-9,2,1.1,0,-14
CCC(=O)Nc1cccc(-c2nnc(SCC(=O)c3ccccc3)n2C)c1,2,0,-2,-11,10,-8,0.9,-3,-3
CCCCc1ccc(NC(=O)CC(C)=O)cc1,6,0,-1,-16,-1,7,1,4,-5
Cc1nc(SCc2ccc(Br)cc2)[nH]c(=O)c1C,10,4,-6,9,32,0,0.7,3,0
c1ccc(Nc2nc(-c3ccncc3)cs2)cc1,3,7,-8,3,x,1,x,-2,1
O=C(O)c1nsc(Cl)c1Cl,5,-11,9,23,6,8,0.9,-8,-14

# Assay outcomes as filed in PubChem BioAssay.
